Assay outcomes deposited in PubChem by National Center for Advancing Translational Sciences (NCATS).
RXFP1 ag – qHTS Assay for Agonists of the Relaxin Receptor RXFP1; HEK293T-RXFP1 cAMP TR-FRET, 30 min; response scale: percent of porcine relaxin response, buffer zero; hit rate 0.3% among 370,000; Potency, µM (highest dose often 57.5 µM), without a hit: at the top dose activation, most hits filed as activators; note: potency is the fitted concentration of half-maximal effect; % is set by controls: 0 for no effect and ±100 for the full control effect; nearly all actives have a fitted effect of over 60% in size; many of its hits are not listed in these tables
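HEK293 cells stably expressing RXFP1, treated 30 min at 37C with compounds plus PDE4 inhibitor Ro 20174; cAMP measured by HTRF TR-FRET. Normalized to buffer and 29 nM porcine relaxin; EC50 by Hill fit.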
Vif-APOBEC3G blk – qHTS for Inhibitors of Vif-A3G Interactions: qHTS; DNA dC->dU-editing enzyme APOBEC-3G (Homo sapiens), Q9HC16; HeLa A3G-eYFP + Vif (tagged APOBEC3G with the HIV-1 protein that degrades it), YFP fluorescence, overnight; Potency, µM (titrated, usually from 46.1 µM), without a hit: top-dose activity, negative = active, usual class: inhibitors; hit rate 0.076% among 410,000; AID 602310, 2012;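 note: potency is the fitted concentration of half-maximal effect; % is set by controls: 0 for no effect and ±100 for the full control effect; nearly all actives have a fitted effect of over 60% in size; hits raise eYFP signal because A3G escapes Vif-driven loss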
Target sequence (Q9HC16 whole entry, looked up): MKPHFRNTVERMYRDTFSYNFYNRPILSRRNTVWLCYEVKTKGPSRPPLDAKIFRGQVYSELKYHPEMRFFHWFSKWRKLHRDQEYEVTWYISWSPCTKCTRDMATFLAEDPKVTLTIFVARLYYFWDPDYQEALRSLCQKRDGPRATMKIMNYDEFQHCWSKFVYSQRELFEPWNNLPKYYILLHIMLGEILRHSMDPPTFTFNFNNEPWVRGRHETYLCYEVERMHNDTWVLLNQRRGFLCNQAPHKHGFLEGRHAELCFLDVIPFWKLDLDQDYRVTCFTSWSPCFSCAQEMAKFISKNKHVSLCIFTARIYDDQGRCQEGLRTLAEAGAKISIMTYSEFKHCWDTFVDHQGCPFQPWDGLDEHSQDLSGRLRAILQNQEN
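HeLa cells stably expressing Vif and C-terminally eYFP-tagged A3G, seeded overnight at 37 deg C, then exposed to compound by pintool overnight at 37 deg C. Rise in yellow fluorescence (Ex 488/Em 500-530, Acumen) marks blocked Vif-driven A3G degradation.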
GRP78 ERSR act – qHTS for Inducers of the Endoplasmic Reticulum Stress Response (ERSR) in Human Glioma: qHTS. U87-MG GRP78 promoter luciferase reporter, 16 h. Potency, µM, for inactives: top-dose activation, most hits filed as activators. AID 602332, 2012. hit rate 0.02% among 420,000; note: potency is the fitted concentration of half-maximal effect; series mostly up to about 76 µM; % of control where 0% means no effect; nearly all actives have a fitted effect of over 35% in size
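Stably transfected U87-MG human glioma cells carrying a GRP78-based luminescent sensor were seeded at 1000 cells/well, pin-dosed with compounds and incubated 16 h. Luciferase reagent was then added, and end-point luminescence was read after 10 min at room temperature.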
PI4K2A block – qHTS for small molecular inhibitors of PI4K2A | purified PI4K2A, ADP-Glo luminescence, 1 h; hits give low values | hit rate 0.13% among 420,000 | Phosphatidylinositol 4-kinase type 2-alpha (Homo sapiens), Q9BTU6 | AID 1346378, 2018 | activity change, negative = inhibition, % at 76.9 µM; in the data active = activity change below about -50%;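 note: -100% = wells without enzyme as full effect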
Target sequence (Q9BTU6 whole entry, looked up): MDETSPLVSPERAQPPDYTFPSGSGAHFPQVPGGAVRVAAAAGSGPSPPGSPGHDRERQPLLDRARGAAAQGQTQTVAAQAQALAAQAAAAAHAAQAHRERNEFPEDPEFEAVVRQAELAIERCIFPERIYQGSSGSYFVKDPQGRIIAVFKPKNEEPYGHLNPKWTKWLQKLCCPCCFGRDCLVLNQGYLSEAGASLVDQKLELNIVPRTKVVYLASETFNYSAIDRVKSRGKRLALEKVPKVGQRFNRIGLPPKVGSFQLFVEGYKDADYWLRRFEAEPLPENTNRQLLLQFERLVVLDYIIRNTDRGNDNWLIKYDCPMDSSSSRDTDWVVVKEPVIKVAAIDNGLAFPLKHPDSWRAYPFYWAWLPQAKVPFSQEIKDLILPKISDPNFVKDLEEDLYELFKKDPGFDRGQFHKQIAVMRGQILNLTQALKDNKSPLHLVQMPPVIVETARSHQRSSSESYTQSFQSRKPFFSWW
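PI4K2A activity was measured by ADP-Glo luminescence: enzyme (4 ug/mL stock) and phosphatidylinositol (1.2 mM stock) in Tris pH 7.5/MgCl2/EGTA/Triton X-100 buffer were reacted with ATP (300 microM stock) for one hour at ambient temperature.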
* hit, by the source's call; i = inactive; · = no result given; & = joins results of further samples. Unless noted, calls come from the whole dose curve; as a rule, active = well fitted curve in the direction sought with a large enough effect; inconclusive = small, poorly fitted or top-dose-only effect, or another doubt; inactive = no such curve, though single readings can be large; an effect the other way counts as inactive or inconclusive.

SMILES | RXFP1 ag | Vif-APOBEC3G blk | GRP78 ERSR act | PI4K2A block
C=C1/C(=C\C=C2/CCC[C@]3(C)[C@@H]([C@H](C)CCCC(C)(C)O)CC[C@@H]23)C[C@@H](O)C[C@@H]1O | 0.6% | · | -2.6% | ·
CCc1cc2c(nc1CC)CCN(CC/C(C)=N/OC[C@H]1O[C@H](c3ccccc3)C=C[C@@H]1Oc1ccc(OC)cc1)C2 | -2.2% | · | -4.7% | ·
CN(C)CC/C=C1/c2ccccc2COc2ccccc21 | -2.2% | · | -3.1% | ·
CCCCC(C)(O)C/C=C/[C@H]1[C@H](O)CC(=O)[C@@H]1CCCCCCC(=O)OC (some centres not stated) | 23.9% | · | -3.4%&2.6% | ·
CCCCCCC(=O)Cc1cc(OC)c(OC)cc1C=C(C(=O)OCC)C(=O)OCC | 1.1% | · | -5.3% | ·
OC1OC[C@@H](O)[C@H](O)[C@H]1O (some centres not stated) | -0.1% | · | 0.9% | ·
CCC(C)(C)N=C(NC#N)Nc1cccnc1 | -0.9% | · | -2.8% | ·
Cc1cccc(C)c1NC(=O)c1ccc(-c2cc(F)ccc2F)o1 | · | 0.7% | -3.7% | ·
COc1ccc(CN2CCCC(C(=O)N3CCCC3)C2)c(OC)c1OC (configuration not stated) | · | 0.6% | -5.9% | ·
C=CCN1C(=O)[C@@H](CC(=O)N2CCOCC2)[C@]2(C(=O)OC)CCCCC=C12 | · | · | · | 1.8
CCC(C)NC(=O)CNc1nnnn1-c1ccccc1 (configuration not stated) | · | · | · | 2.0
O=C(Nc1nc2ncccn2c1-c1ccc(C(F)(F)F)cc1)C1CC1 | · | · | · | 0.7
CCN(C(=O)Cn1nnc(-c2ccncc2)n1)c1ccccc1 | · | · | · | -0.2
FC(F)(F)c1ccccc1NC(=S)OC1CCC12CCC(c1ccccc1)CC2 (configuration not stated) | · | · | · | -5.0
Cc1ccccc1C(=O)NC1CCCCN(C(C)C)C1=O (configuration not stated) | · | · | · | -4.2
Cc1ccc(CCn2c3c(c4cc(Cl)ccc42)CN(C)CC3)cn1 | · | · | · | -4.8
COc1ccc(OC)c(S(=O)(=O)N2CCCC(C(=O)Nc3c(C)n(C)n(-c4ccccc4)c3=O)C2)c1 (configuration not stated) | · | · | · | 3.1
CCC(=O)N1CCc2cc(Br)c(S(=O)(=O)N3CCC(C(=O)NC(C)(C)C)CC3)cc21 | · | · | · | -2.5
O=C(NCc1cccs1)C1C2C=CC3(CN(Cc4ccccc4)C(=O)C13)O2 (configuration not stated) | · | · | · | -1.8
N#Cc1ccc(NC(=O)OC2CC3CC2[C@H]2CCCCN2[C@H]3Cc2ccccc2)cc1 (some centres not stated) | · | · | · | -2.8
C/C=C/C(=O)N1CCc2cc(S(=O)(=O)N(C)Cc3ccco3)ccc21 | · | · | · | -7.7
CCOC(=O)[C@@]12CCCC3=C1N(CCC3)C(=O)[C@H]2CC(=O)NCc1cccc(C(F)(F)F)c1 | · | · | · | 0.5
CCOc1ccc(CCNC(=O)c2ccc3[nH]ccc3c2)cc1OCC | · | · | · | -3.8
COc1ccc([C@@]23CCN=C2c2[nH]c4ccccc4c2CCN3)c(N)c1 | · | · | · | -1.8
C[C@H]1[C@@H](NC(=O)c2ccc(C(F)(F)F)cc2)CC[C@@]23CCCN2C(=O)CCC[C@@H]13 | · | · | · | 2.2

Some of these compounds in order of number of heavy atoms, largest number first:
SMILES | RXFP1 ag | Vif-APOBEC3G blk | GRP78 ERSR act | PI4K2A block
N#Cc1ccc(NC(=O)OC2CC3CC2[C@H]2CCCCN2[C@H]3Cc2ccccc2)cc1 (some centres not stated) | · | · | · | -2.8
CCCCC(C)(O)C/C=C/[C@H]1[C@H](O)CC(=O)[C@@H]1CCCCCCC(=O)OC (some centres not stated) | 23.9% | · | -3.4%&2.6% | ·
CN(C)CC/C=C1/c2ccccc2COc2ccccc21 | -2.2% | · | -3.1% | ·

(list continues)
SMILES | RXFP1 ag | Vif-APOBEC3G blk | GRP78 ERSR act | PI4K2A block
CCOc1ccc(-n2c(SCC(=O)Nc3ccc(S(=O)(=O)Nc4nccs4)cc3)nnc2-c2ccccc2)cc1 | · | · | · | -7.5
C[C@H]1CCC[C@H](O)CC(=O)c2c(O)cc(O)cc2CC(=O)O1 | · | · | · | -5.1
CC(=O)N1CCCN(C(=O)CCn2nnc3ccccc32)CC1 | · | · | · | 1.6
CCCCCN1CCCCC(NC(=O)Cc2ccccc2)C1=O (configuration not stated) | · | · | · | 0.5
Cc1onc(C(=O)N2CCN(C(c3ccc(Cl)cc3)c3ccc(Cl)cc3)CC2)c1[N+](=O)[O-] | · | · | · | -1.8
C=CCn1c(Cc2cccs2)nnc1SCC(=O)Nc1ccc2c(c1)OCO2 | · | · | · | -3.4
CCCC1CCC2(CCCN2CCOC(=S)NCc2cccc(C)c2)CC1 (configuration not stated) | · | · | · | 3.1
CCOC(=O)[C@]12CCCC=C1N(Cc1ccc(OC)cc1)C(=O)[C@@H]2CC(=O)N1CCCC1 | · | · | · | -1.7
O=C(Nc1ccc(F)cc1)OCCN1C(=O)CCC12CCC(c1ccc(Cl)cc1)CC2 (configuration not stated) | · | · | · | 0.6
NC[C@H]1O[C@H](O[C@H]2[C@H](O)[C@@H](O[C@H]3O[C@H](CO)[C@@H](O)[C@H](N)[C@H]3O)[C@H](N)C[C@@H]2N)[C@H](N)[C@@H](O)[C@@H]1O | · | · | · | i
COC(=O)[C@]12C[C@H](CC(=O)NCCCN3CCCC3=O)C(=O)N(Cc3cccc4ccccc34)C1=C[C@H](C1CCCC1)O[C@@H]2C | · | · | · | 5.2
C[C@@H]1COc2cc(Br)ccc2S(=O)(=O)N1Cc1cn(CC2CCCCC2)nn1 | · | · | · | -1.4
CSCCCNC(=O)c1oc(=O)c2ccccc2c1-c1ccc(C)cc1 | · | · | · | -2.4
COC(=O)c1ccc(Cn2ccc3ccc(-c4ccc5ccn(C(=O)C6CCCCC6)c5c4)cc32)cc1 | · | · | · | -1.1
O=C(OCCCN1CCC2(CCC(c3ccccc3)CC2)C1=O)c1ccccc1 (configuration not stated) | · | · | · | -2.9
COC(=O)[C@]12C[C@H](CC(=O)NCc3ccc(OC)c(OC)c3)C(=O)N(Cc3ccc(Cl)cc3Cl)C1=C[C@H](C(C)(C)C)O[C@@H]2C | · | · | · | -0.1
CCC(NC(=O)c1ccc2c(ccn2Cc2cccc(-c3ccccc3C(=O)O)c2)c1)c1ccccc1 (configuration not stated) | · | · | · | -11.7
O=C(CNS(=O)(=O)c1ccccc1F)N1CCN(c2ccccn2)CC1 | · | · | · | 0.8
CCCCNC(=O)C1(C(=O)C2CC2)CC(C(=O)OCC)=NO1 (configuration not stated) | · | · | · | 0.2
COC(=O)[C@]12C[C@H](CC(=O)NCc3cccc4ccccc34)C(=O)N(CCc3ccc(OC)c(OC)c3)C1=C[C@H](C(C)C)O[C@@H]2C1CC1 | · | · | · | 1.8
Cc1ccccc1CN1CCCCC(NC(=O)Nc2cccc([N+](=O)[O-])c2)C1=O (configuration not stated) | · | · | · | -4.3
O=C(CSc1nnc(COc2ccccc2)n1Cc1ccco1)Nc1ccc2c(c1)OCO2 | · | · | · | 3.5
CN1CCN(c2ccc3c(c2)Oc2ccccc2CN(Cc2cn(Cc4ccc(F)cc4)nn2)S3(=O)=O)CC1 | · | · | · | 5.0
COC(=O)[C@]12C[C@H](CC(=O)N3CCN(C(=O)C4CC4)CC3)C(=O)N(Cc3cccc4ccccc34)C1=C[C@H](COCc1ccccc1)O[C@@H]2C | · | · | · | -2.6
CCCCCCCCN1C(=O)[C@@H](CC(=O)N2CCCC2)C[C@@]2(C(=O)OC)C1=C[C@H](C(C)C)O[C@@H]2C1CC1 | · | · | · | -5.4

4 neighbouring compounds from above:
SMILES | RXFP1 ag | Vif-APOBEC3G blk | GRP78 ERSR act | PI4K2A block
COC(=O)[C@]12C[C@H](CC(=O)NCc3cccc4ccccc34)C(=O)N(CCc3ccc(OC)c(OC)c3)C1=C[C@H](C(C)C)O[C@@H]2C1CC1 | · | · | · | 1.8
Cc1ccccc1CN1CCCCC(NC(=O)Nc2cccc([N+](=O)[O-])c2)C1=O (configuration not stated) | · | · | · | -4.3
O=C(CSc1nnc(COc2ccccc2)n1Cc1ccco1)Nc1ccc2c(c1)OCO2 | · | · | · | 3.5
CN1CCN(c2ccc3c(c2)Oc2ccccc2CN(Cc2cn(Cc4ccc(F)cc4)nn2)S3(=O)=O)CC1 | · | · | · | 5.0

(continued)
SMILES | RXFP1 ag | Vif-APOBEC3G blk | GRP78 ERSR act | PI4K2A block
C[C@H]1CCCN1c1cccc2c1S(=O)(=O)N(C1CC1)CCCO2 | · | · | · | -2.1
COc1ccc(OC[C@@H](O)CN2CCC(C(O)(c3ccccc3)c3ccccc3)CC2)cc1 | · | · | · | -4.1
O=C1CC(c2ccc(Cl)cc2)CC(=O)N1 | · | · | · | -1.4
CC(=O)c1c(C)[nH]c(C(=O)Nc2ccccc2C)c1C | · | · | · | 0.3
Cc1ccc(NC(=O)CN2C(=O)CCSc3ccccc32)cc1C | · | · | · | 7.1
COc1ccccc1NC(=O)OC1CC2CC1[C@H]1CCCCN1[C@H]2Cc1ccccc1 (some centres not stated) | · | · | · | -3.4
COc1cccc(/C=C2\CC3(OC(=O)c4ccc(F)cc4)CCCN2C3)c1 (configuration not stated) | · | · | · | -0.4
CCOC(=O)[C@]12CCCCC/C=C\1N(Cc1ccc(OC)cc1)C(=O)[C@H]2CC(=O)NCc1cccc2ccccc12 | · | · | · | -3.4
COP(=O)(O)C[C@@H]1CCc2cc(C)cc([C@H](CC(C)C)NC(=O)OCc3ccccc3)c2O1 | · | · | · | 0.4
CCCCNC(=O)C1CCCN1C(=O)Nc1cc(C)cc(C)c1 (configuration not stated) | · | · | · | -3.5
CCOC(=O)[C@@]12CN(C(=O)OC(C)(C)C)CC=C1N(Cc1ccc(OC)cc1)C(=O)[C@H]2CC(=O)NCCCOC | · | · | · | -1.1
O=C(N1CCC(Cc2ccccc2)CC1)n1ncc(C(O)(c2ccccc2)c2ccccc2)n1 | · | · | · | 0.6
CC(=O)OCC(=O)[C@@]1(O)CCC2C3CCC4=CC(=O)CC[C@]4(C)C3[C@@H](O)C[C@@]21C (some centres not stated) | · | · | · | 1.8
CC(C)CCNC(=O)CSc1nc2c(c(=O)[nH]1)CCC2 | · | · | · | -1.3
COc1ccc(CSc2nnc(SCC(=O)Nc3ccccc3-c3ccccc3)s2)cc1 | · | · | · | -8.2
CCOC(=O)c1cccc(-c2cc(C(=O)OC)c3n(c2=O)CCC3)c1 | · | · | · | 2.0
Cc1ccc(S(=O)(=O)N2CCCC2C(=O)N2CCN(c3ccccc3)CC2)cc1 (configuration not stated) | · | · | · | 2.6
Cc1ccccc1NC(=O)c1cccc2c1-c1ccccc1C2=O | · | · | · | 2.5
N=c1c2c(-c3ccccc3)c(-c3ccccc3)n(CCc3ccccc3)c2ncn1CCO | · | · | · | -3.4
COc1ccc(N2CCN(CCCNC(=O)CCc3cccc(Cl)c3)CC2)cc1 | · | · | · | 5.7
COC(=O)[C@]12C=CCN1[C@H](c1ccccc1)c1c(c3ccccc3n1S(=O)(=O)c1ccc(C)cc1)C2 | · | · | · | 5.5
O=C(Nc1cccc(Cl)c1)O[C@@H]1CC[C@@]23CCCN2C(=O)CCC[C@H]3C1 | · | · | · | 0.6
COc1ccc(CSc2nnc(SCC(=O)Nc3ccccc3C(F)(F)F)s2)cc1 | · | · | · | 4.5
O=C(NCCO)C1(C(=O)C2CC2)CC(c2ccccn2)=NO1 (configuration not stated) | · | · | · | -3.8
CCN(CC)C(=O)CC[C@@H]1CC[C@]2(CCCN(Cc3ccncc3)C2)O1 | · | · | · | -0.7
CN1C(=O)c2cc(NS(C)(=O)=O)ccc2OC[C@H]2O[C@@H](CC(=O)NCc3ccc(-c4ccccc4)cc3)CC[C@@H]21 | · | · | · | -3.2
C[C@H]1C2CC(OC(=O)Nc3cccc(Cl)c3)C(C2)[C@H]2CCCCN21 (some centres not stated) | · | · | · | 0.1

A portion of the library; rates above refer to the full screens.
